# Tau fluor cs – Counterscreen qHTS for Inhibitors of Tau Fibril Formation, Fluorescence Polarization. tau K18 P301L Alexa594 fluorescence, heparin fibrillization. Potency, µM (top dose mostly 57.7 µM), for the others: top-dose activity change, negative = decrease. 280,000 compounds, 0.93% hits. AID 1463, 2008; further: nearly all actives have a fitted effect of over 55% in size
#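 Human K18 P301L tau (15 uM unlabeled plus 0.24 uM Alexa 594-labeled, final) in 100 mM sodium acetate pH 7 was mixed with compound and 20 uM heparin and incubated 6 hr at 37 C.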
# Tau fibril FP – qHTS for Inhibitors of Tau Fibril Formation, Fluorescence Polarization; Microtubule-associated protein tau (Homo sapiens), P10636; K18 P301L tau heparin fibrillization, Alexa594 FP, 6 h; Potency, µM (series often up to 57.7 µM), without a hit: at the top dose activity, negative = inhibition, most hits filed as inhibitors; 280,000 compounds, 0.39% hits; AID 1468, 2008; further: nearly all actives have a fitted effect of over 55% in size
# Target sequence (P10636 561-689 P618L limits assumed): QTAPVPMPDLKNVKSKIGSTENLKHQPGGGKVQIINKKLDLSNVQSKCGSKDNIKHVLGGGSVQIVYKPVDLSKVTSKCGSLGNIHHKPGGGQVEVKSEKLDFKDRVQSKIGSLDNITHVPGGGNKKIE
#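 Quantitative HTS format: compounds meet 15 uM recombinant K18 P301L tau and Alexa 594-tau tracer in 100 mM sodium acetate pH 7; 20 uM heparin triggers fibrillization at 37 C over 6 hr; FP gives the signal.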
# TexasRed fluor – Total Fluorescence Counterscreen for Inhibitors of the Interaction of Thyroid Hormone Receptor and Steroid Receptor Coregulator 2 | Potency, µM (series often up to 106 µM), for inactives: at the highest dose fluorescence change, negative = quenching | 280,000 compounds, 0.29% hits | TRb/SRC2 Texas Red total fluorescence interference; active means well fitted curve in either direction with a large enough effect; inconclusive means small, poorly fitted or top-dose-only effect
#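 Flags fluorescent or light-absorbing compounds by total fluorescence, S + 2P, at 555 nm excitation and 632 nm emission. Mixture: 20 nM Texas Red SRC2 peptide, 0.6 uM human TRb LBD, 1 uM T3, 5% DMSO; compound exposure 5 h at ambient temperature.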
# TRb SRC2 PPI – qHTS for Inhibitors of the Interaction of Thyroid Hormone Receptor and Steroid Receptor Coregulator 2. AID 1469, 2008. TRbeta-SRC2 peptide binding, fluorescence polarization; receptor liganded with 1 µM T3. Potency, µM (titrated, usually from 106 µM), for inactives: top-dose activity change, negative = inhibition, hits mostly inhibitors. Thyroid hormone receptor beta (Homo sapiens), P10828. 280,000 compounds, 0.065% hits;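 further: plate controls were bound peptide for no effect and peptide without receptor for full effect; nearly all actives have a fitted effect of over 50% in size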
# Target sequence (P10828 whole entry, looked up): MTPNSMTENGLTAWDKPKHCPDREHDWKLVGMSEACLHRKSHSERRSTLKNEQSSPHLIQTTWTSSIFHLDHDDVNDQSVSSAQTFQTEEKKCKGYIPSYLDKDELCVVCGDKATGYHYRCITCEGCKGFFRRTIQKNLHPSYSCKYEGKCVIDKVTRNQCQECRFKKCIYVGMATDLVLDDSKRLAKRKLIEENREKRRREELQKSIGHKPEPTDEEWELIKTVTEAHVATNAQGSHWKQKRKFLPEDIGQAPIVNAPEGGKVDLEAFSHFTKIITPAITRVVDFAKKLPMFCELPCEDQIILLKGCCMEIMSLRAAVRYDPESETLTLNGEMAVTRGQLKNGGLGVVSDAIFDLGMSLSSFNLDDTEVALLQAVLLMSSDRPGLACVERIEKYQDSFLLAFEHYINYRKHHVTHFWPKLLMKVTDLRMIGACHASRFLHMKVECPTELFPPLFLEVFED
#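 A fluorescence polarization screen tested compounds at multiple concentrations against complex formation between 0.6 uM TRb ligand-binding domain and 20 nM Texas Red SRC2 peptide, with 1 uM T3 present; readout after 5 hr.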
# ALDH1A1 block – qHTS Assay for Inhibitors of Aldehyde Dehydrogenase 1 (ALDH1A1); Aldehyde dehydrogenase 1A1 (Homo sapiens), P00352; Potency, µM (highest dose often 75.3 µM), without a hit: at the top dose activity, negative = inhibition, usual class: inhibitors; Purified ALDH1A1, NADH fluorescence, propionaldehyde substrate; 220,000 compounds, 7.3% hits; AID 1030, 2008; active means well fitted inhibition curve with a large enough effect, not every such curve was filed as active; inconclusive means small, poorly fitted or top-dose-only effect, or another doubt; inactive means no such curve, though single readings can be large or run the other way;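 further: plate controls were no enzyme wells and a reference inhibitor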
# L3MBTL1 block – qHTS Assay for the Inhibitors of L3MBTL1; AlphaScreen L3MBTL1–H3K9me1 peptide binding; Potency, µM (highest dose often 57.1 µM), inactives show at the top dose activity, negative = inhibition, actives largely listed as inhibitors; 230,000 compounds, 0.66% hits; further: nearly all actives have a fitted effect of over 60% in size
#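 L3MBTL1 50 nM + b-AHA-H3(1-15)K9me1 75 nM, 30 min RT; compound added, 30 min RT; streptavidin donor/Ni-chelate acceptor beads 10 ug/mL each final, 30 min RT dark; AlphaScreen read.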
# aGal spleen mod – qHTS Assay for Inhibitors and Activators of Human alpha-Galactosidase From Spleen Homogenate. Potency, µM (titrated, usually from 80 µM), inactives show top-dose activity change, negative = inhibition, most hits filed as inhibitors. Alpha-galactosidase A (Homo sapiens), P06280. human spleen homogenate, 4MU-alpha-Gal fluorescence, 40 min. 240,000 compounds, 0.008% hits;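 further: 0% = enzyme with vehicle and -100% = no enzyme basal signal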
# Target sequence (P06280 32-429 limits assumed): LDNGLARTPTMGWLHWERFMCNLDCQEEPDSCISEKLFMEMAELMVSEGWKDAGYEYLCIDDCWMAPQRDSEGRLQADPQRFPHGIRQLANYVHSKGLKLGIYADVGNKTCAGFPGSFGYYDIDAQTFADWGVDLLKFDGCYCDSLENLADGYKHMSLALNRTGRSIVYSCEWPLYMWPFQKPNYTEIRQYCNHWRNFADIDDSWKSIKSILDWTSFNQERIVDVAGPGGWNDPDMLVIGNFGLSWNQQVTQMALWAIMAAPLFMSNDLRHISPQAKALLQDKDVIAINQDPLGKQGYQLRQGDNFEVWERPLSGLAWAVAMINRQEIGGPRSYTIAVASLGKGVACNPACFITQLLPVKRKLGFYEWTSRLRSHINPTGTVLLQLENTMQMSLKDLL
#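 Human spleen homogenate (1 ug) was the enzyme source, with 4-methylumbelliferyl-alpha-D-galactopyranoside (1 mM final) in pH 5.0 citrate buffer with 0.01% Tween-20. Compounds were titrated; after 40 min at 37C, NaOH/glycine stop, 4-MU fluorescence read; AC50 from Hill fits.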
# Tau fibril ThT – qHTS for Inhibitors of Tau Fibril Formation, Thioflavin T Binding. Microtubule-associated protein tau (Homo sapiens), P10636. recombinant tau K18 P301L (four-repeat tau fragment), heparin-induced fibrillization, ThT fluorescence. Potency, µM (series often up to 57.4 µM), inactives show at the top dose activity, negative = inhibition, actives largely listed as inhibitors. 270,000 compounds, 2.1% hits; further: nearly all actives have a fitted effect of over 55% in size
#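 Heparin-induced (20 uM) aggregation of recombinant human K18 P301L tau, 15 uM unlabeled with 0.24 uM labeled, pH 7 acetate buffer, 6 hr at 37 C with compound. Fibrils quantified by 30 uM ThT fluorescence after 1 hr ambient incubation.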
# * marks the source's active call; other numbers are inactive results; u = inconclusive; x = not tested or not shown; & = joins results of further samples; [ ] = another dose, or the depositor's remark. Unless noted, the call rests on the fitted dose curve; in most records, active means well fitted curve in the direction sought with a large enough effect; inconclusive means small, poorly fitted or top-dose-only effect, or another doubt; inactive means no such curve, though single readings can be large; an effect the other way counts as inactive or inconclusive. Unless noted, on the % scale 0 is the no-effect control and ±100 the full control effect; potency means the concentration at half of the fitted maximal effect.
SMILES,Tau fluor cs,Tau fibril FP,TexasRed fluor,TRb SRC2 PPI,ALDH1A1 block,L3MBTL1 block,aGal spleen mod,Tau fibril ThT
O=S1(=O)CCC(N=Cc2ccc(-c3ccc(Cl)cc3)o2)C1 (stereo not given),1%,-2%,0%,-2%,u,13%,-5%,6%
c1ccc(COC2CCCN(Cc3nc(Cc4ccccc4)no3)C2)cc1 (stereo not given),-12%,1%,1%,3%,14µM*,26%,7%,-9%
O=C(OCc1cc([N+](=O)[O-])cc2c1OCOC2)c1ccc2ccccc2n1,-12%,-10%,-1%,-2%,4%,7%,-8%,1%
Clc1ccc(Cn2ncc3c(N4CCCC4)ncnc32)cc1,-2%,4%,2%,-12%,2%,x,4%,-2%
COc1cc(/C=N\NC(=O)c2ccc(C)nc2)ccc1OC(=O)c1ccco1,-9%,-13%,u,4%,-4%,-4%,4%,-13%
Cn1c(CN2CCN(c3ccc(Cl)cc3)CC2)nc2ccccc21,-13%,6%,-2%,-22%,4%,-10%,4%,-16%
CC(C)C(=O)NC(=S)Nc1c(Cl)ccc2nsnc12,7%,3%,-2%,1%,x,0%,13%,4%
Cn1c2ccccc2c2c(C(=O)NCCCN3CCCC3=O)cn(C3CCCCC3)c(=O)c21,-7%,-3%,-1%,9%,u,x,7%,-17%
O=C(NCCCn1ccnc1)c1cccc(S(=O)(=O)N2CCCCCC2)c1,-1%,0%,-3%,4%,2%,x,-12%,-9%
CC[C@H](C)[C@@H]1NC(=O)c2cc([N+](=O)[O-])cc(F)c2NCCCC[C@@H](C(N)=O)NC(=O)[C@H](CCCCN)NC1=O,-9%,1%,-1%,-4%,3%,2%,21%,-9%
C#CCOCCOCCOCCNc1nc(N2CCN(C(=O)[C@H]([C@@H](C)O)n3cc(CCCCN)nn3)CC2)nc(N2CCN(C(=O)[C@H]([C@@H](C)CC)n3cc(CCCN=C(N)N)nn3)CC2)n1,-1%,4%,1%,3%,4%,-4%,-3%,2%
CCCn1cc([C@@H]2C[C@H]3CN(Cc4cccc(Cl)c4)C(=O)[C@]34CCCN24)c(C)n1,-16%,0%,-1%,4%,x,3%,4%,-16%
CC(=O)c1ccc2c(c1)OCCOCCOCCO2,13%,0%,0%,4%,x,-12%,-6%,15%
O=c1[nH]nc(N2CCOCC2)c(=O)[nH]1,-6%,10%,-6%,1%,x,4%,-4%,-7%
O=C(c1cnn2ccccc12)N1CCCc2ccccc21,-5%,10%,2%,-3%,-15%,x,3%,-13%
COc1ccccc1CCNC(=O)CCSc1nc(-c2ccco2)cc(C(F)(F)F)n1,-12%,-1%,-8%,3%,-11%,11%,0%,-5%
Cc1ccc(Cl)cc1NC(=O)COC(=O)C1CCCCC1,-15%,5%,-5%,0%,4%,x,0%,-11%
CCN1CCN(c2nc(-c3ccccc3)nc3ccccc23)CC1,-20%,-10%,-2%,-2%,6%,-4%,5%,-15%
COc1ccc(C2c3[nH]c4ccccc4c3CCN2C(=O)CCC2CCCC2)cc1 (stereo not given),-19%,1%,-2%,-10%,x,x,x,-12%
CCC(C)c1ccccc1NC(=O)c1cc2cccc([N+](=O)[O-])c2[nH]1 (stereo not given),u,u,0%,8%,x,x,4%,x
CC(=O)N/N=C/c1cc(C)n(-c2ccc(Br)cc2)c1C,-8%,-3%,0%,0%,-17%,-15%,-6%,-9%
Cc1ccccc1C(=O)NCc1ccc2c(c1)CCN2C(=O)c1ccc(F)cc1,-8%,3%,-6%,0%,x,x,x,-7%
O=C1Oc2ccccc2C(=O)/C1=C/N1CCN(c2ccccc2F)CC1,0%,2%,-2%,3%,18µM*,-3%,-11%,1%
c1nnc2c3c4c(sc3ncn12)CCC4,6%,3%,1%,-20%,-5%,3%,0%,7%
CN(C)c1nc(NC(C)(C)C)nc(NC(C)(C)C)n1,4%,2%,0%,-4%,14%,11%,-5%,3%
NC(=O)c1ccc(NC(=O)COC(=O)c2cccc(Oc3ccccc3)c2)cc1,-7%,u,-2%,-9%,6%,-14%,-3%,6%
CC(C)(C)NC(=O)NC(=O)CN1CCc2ccccc21,-23%,2%,0%,0%,u,x,8%,-12%
COc1ccc(CCNC(=O)c2ccc3c(c2)CCN3S(C)(=O)=O)cc1,-2%,-4%,0%,-4%,x,x,x,-1%
C=CCNC(=O)CN1CCC(O)(c2ccc(F)cc2)CC1,9%,5%,-3%,2%,5%,9%,-4%,3%
O=C(CSc1nc(-c2ccccc2)nn1C(=O)c1ccccc1)Nc1cccc([N+](=O)[O-])c1,-24%,12%,-6%,5%,22µM*,-4%,0%,u
CN(C)NC(=S)Nc1ccc2nc(-c3ccccn3)c(-c3ccccn3)nc2c1,-19%,u,0%,-10%,u,-1%,-4%,u
O=C(Nc1ccc(Cl)cc1Cl)c1cc(S(=O)(=O)N2CCCCCC2)ccc1F,-22%,-4%,-2%,5%,x,x,x,-5%
COc1ccc(N(CC(=O)Nc2ccc(S(=O)(=O)N3CCCCC3)cc2)S(C)(=O)=O)cc1OC,-25%,-7%,-2%,0%,-1%,4%,-2%,-9%
COc1ccc(Cc2nc3ccccc3n2Cc2ccccc2C)cc1,-14%,-14%,-2%,3%,x,x,x,u
Clc1cc(NCc2cccs2)ccc1N1CCOCC1,u,-7%,-3%,-5%,u,-6%,-4%,u
Cn1cccc1/C=N/n1c(-c2ccccc2)n[nH]c1=S,-1%,8%,3%,4%,-14%,-3%,-1%,-3%
Cc1cc(C)n(-c2cc(N3CCN(S(=O)(=O)c4ccc(C)c(C)c4)CC3)ccc2[N+](=O)[O-])n1,-4%,0%,-1%,0%,5%,-3%,2%,-2%
CC(=O)c1cc(C#N)c(Oc2cccc(C(F)(F)F)c2)nc1C,-6%,0%,1%,6%,11%,14%,-1%,1%
COc1ccc(C(=O)Nc2ccc(-c3nc4ncccc4o3)cc2)cc1,-13%,-13%,-2%,-1%,x,x,x,u
O=c1c(-c2ccccc2)cnc2n1CCS2,-4%,4%,2%,-6%,4%,4%,-3%,2%

# Twelve successive records out of the list so far, quoted:
SMILES,Tau fluor cs,Tau fibril FP,TexasRed fluor,TRb SRC2 PPI,ALDH1A1 block,L3MBTL1 block,aGal spleen mod,Tau fibril ThT
CC(C)(C)NC(=O)NC(=O)CN1CCc2ccccc21,-23%,2%,0%,0%,u,x,8%,-12%
COc1ccc(CCNC(=O)c2ccc3c(c2)CCN3S(C)(=O)=O)cc1,-2%,-4%,0%,-4%,x,x,x,-1%
C=CCNC(=O)CN1CCC(O)(c2ccc(F)cc2)CC1,9%,5%,-3%,2%,5%,9%,-4%,3%
O=C(CSc1nc(-c2ccccc2)nn1C(=O)c1ccccc1)Nc1cccc([N+](=O)[O-])c1,-24%,12%,-6%,5%,22µM*,-4%,0%,u
CN(C)NC(=S)Nc1ccc2nc(-c3ccccn3)c(-c3ccccn3)nc2c1,-19%,u,0%,-10%,u,-1%,-4%,u
O=C(Nc1ccc(Cl)cc1Cl)c1cc(S(=O)(=O)N2CCCCCC2)ccc1F,-22%,-4%,-2%,5%,x,x,x,-5%
COc1ccc(N(CC(=O)Nc2ccc(S(=O)(=O)N3CCCCC3)cc2)S(C)(=O)=O)cc1OC,-25%,-7%,-2%,0%,-1%,4%,-2%,-9%
COc1ccc(Cc2nc3ccccc3n2Cc2ccccc2C)cc1,-14%,-14%,-2%,3%,x,x,x,u
Clc1cc(NCc2cccs2)ccc1N1CCOCC1,u,-7%,-3%,-5%,u,-6%,-4%,u
Cn1cccc1/C=N/n1c(-c2ccccc2)n[nH]c1=S,-1%,8%,3%,4%,-14%,-3%,-1%,-3%
Cc1cc(C)n(-c2cc(N3CCN(S(=O)(=O)c4ccc(C)c(C)c4)CC3)ccc2[N+](=O)[O-])n1,-4%,0%,-1%,0%,5%,-3%,2%,-2%
CC(=O)c1cc(C#N)c(Oc2cccc(C(F)(F)F)c2)nc1C,-6%,0%,1%,6%,11%,14%,-1%,1%

# (next part)
SMILES,Tau fluor cs,Tau fibril FP,TexasRed fluor,TRb SRC2 PPI,ALDH1A1 block,L3MBTL1 block,aGal spleen mod,Tau fibril ThT
CC(SCc1ccccc1)C(=O)Nc1ccc(F)cc1 (stereo not given),-19%,-15%,2%,0%,-10%,9%,-1%,-11%
CCCCNC(=O)/C(C#N)=C/c1ccc(C(=O)OC)cc1,-2%,4%,-1%,5%,-7%,x,3%,-18%
CC(C(=O)N1CCOCC1)(c1ccccc1)c1ccccc1,2%,0%,1%,3%,4%,-1%[11.4 µM],5%,0%
COC(=O)[C@H]1C[C@@H]1[C@H](NC(=O)c1cc(C)on1)c1ccccc1,-2%&-2%,2%&8%,-1%&-13%,13%&-3%,8%,-9%,1%&-5%,-3%&1%
CC(C)CCNC(=O)c1ccc(-c2ccccc2)cc1,6%,2%,-1%,-2%,4%,11%,0%,-3%
Oc1[nH]c2ccccc2c1C=Nc1ccccc1,-2%,4%,-3%,1%,6%,-3%,-4%,-21%
Cc1cc(OCC(=O)N2CCCC2)cc(C)c1Cl,12%,4%,-7%,-8%,26%,x,11%,15%
COc1ccc(-n2nnc3c(=O)n(CC(=O)NCC4CCCO4)cnc32)cc1 (stereo not given),-1%,4%,3%,-17%,u,26%,-8%,3%
